Pf growth 48h – inhibits P. falciparum growth in the first generation, 48 h; P. falciparum luciferase growth in erythrocytes, 48 h; Potency, µM (doses to about 28.7 µM), for the others: at the top dose activity change, negative = inhibition, actives largely listed as inhibitors; 310,000 compounds, 5.9% hits; AID 504832; further: potency means the concentration at half of the fitted maximal effect; on the % scale 0 is the no-effect control and ±100 the full control effect
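Erythrocytes infected with P. falciparum carrying an integrated firefly luciferase reporter (2% hematocrit, 0.1% parasitemia final) were exposed to compounds in RPMI 1640 with 0.5% Albumax at 37 C, 5% CO2. Growth inhibition was scored as reduced luminescence.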
Sm TGR block – S. mansoni TGR enzyme inhibition; Potency, µM (doses to about 114 µM), inactives show at the top dose activity change, negative = inhibition, actives largely listed as inhibitors; 360,000 compounds, 3% hits; purified TGR, DTNB reduction, TNB absorbance 405 nm; AID 485364; Q962Y6; further: potency means the concentration at half of the fitted maximal effect; on the % scale 0 is the no-effect control and ±100 the full control effect; nearly all actives have a fitted effect of over 60% in size
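TGR 20 nM + NADPH 100 uM (dispensed conc.), cpd preinc 15 min RT; start with NADPH (500 uM addition) then DTNB (15 mM addition). Kinetic TNB absorbance, 405 nm filter. Four-parameter Hill fit across titration.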
Giardia FBPA inh – Giardia lamblia aldolase inhibition; purified Giardia FBPA; Potency, µM (top dose mostly 59.6 µM), inactives show top-dose activity, negative = inhibition, actives largely listed as inhibitors; 290,000 compounds, 0.71% hits; further: potency means the concentration at half of the fitted maximal effect; on the % scale 0 is the no-effect control and ±100 the full control effect; nearly all actives have a fitted effect of over 55% in size
Target sequence (A8B2U2 whole entry, looked up): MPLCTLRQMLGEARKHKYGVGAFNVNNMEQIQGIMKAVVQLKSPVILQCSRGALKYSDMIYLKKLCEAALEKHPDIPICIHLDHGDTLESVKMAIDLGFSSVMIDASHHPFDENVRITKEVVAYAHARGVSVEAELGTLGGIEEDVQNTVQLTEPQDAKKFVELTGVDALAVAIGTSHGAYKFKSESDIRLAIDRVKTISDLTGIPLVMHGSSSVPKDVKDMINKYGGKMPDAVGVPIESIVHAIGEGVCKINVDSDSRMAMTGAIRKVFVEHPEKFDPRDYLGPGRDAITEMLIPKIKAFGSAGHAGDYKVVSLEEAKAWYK
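Giardia FBPA (40 nM reagent) was preincubated 10 min at RT with compound (up to 57.5 uM final), then substrate plus GAPDH/TPI/NAD/arsenate coupling system with diaphorase/resazurin was added; resorufin fluorescence (525/598 nm) was read after 20 min.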
Shiga toxin inh – inhibitors of Shiga toxin in Vero cells; Vero cells, Shiga toxin protein synthesis inhibition reporter; inhibition, % at 38.7 µM; 290,000 compounds, 9.2% hits; in the data active means inhibition mostly above about 28%, no sharp cut-off; inactive means mostly below about 43%; further: 0% is about no effect
Cycloheximide cs – counter-screen hit for Shiga toxin inhibitors, cycloheximide. cell reporter, cycloheximide protein synthesis inhibition counterscreen. max response, %. 300,000 compounds, 12% hits; in the data active means max response mostly above about 13%, no sharp cut-off; inactive means mostly below about 14%; further: read at 38.3 µM for the half of the compounds with a filed dose; 0% is about no effect
Pf growth 96h – P. falciparum growth inhibition at 96 hours. P. falciparum luciferase reporter growth, 96 h. Potency, µM (titrated, usually from 28.7 µM), for the others: at the highest dose activity change, negative = inhibition, most hits filed as inhibitors. 320,000 compounds, 6.9% hits. AID 504834; further: potency means the concentration at half of the fitted maximal effect; on the % scale 0 is the no-effect control and ±100 the full control effect
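Two-generation exposure (96 h) targets delayed-death phenotype. Reporter parasites carrying integrated firefly luciferase, in red cells at 2% hematocrit and 0.05% parasitemia final, kept at 37 C, 5% CO2; luminescence loss indicates inhibition.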
* = called active by the depositor; ? = inconclusive; · = no result given; & = joins results of further samples; [ ] = remark or other dose. Unless noted, the call rests on the fitted dose curve; in most records, active means well fitted curve in the direction sought with a large enough effect; inconclusive means small, poorly fitted or top-dose-only effect, or another doubt; inactive means no such curve, though single readings can be large; an effect the other way counts as inactive or inconclusive. Hits appear at their usual frequency; any-hit rate near 24%.

SMILES	Pf growth 48h	Sm TGR block	Giardia FBPA inh	Shiga toxin inh	Cycloheximide cs	Pf growth 96h
N#Cc1ccc(Oc2ccc(S(=O)(=O)N3CCOCC3)cn2)cc1	?	0.8%	·	·	·	0.2%
Cc1cc(C)n(-c2n[nH]c(=O)c3ccccc23)n1	14.7%	-1.6%	0.7%	0.4	2.1	30.2%[activator]
CCOC(=O)CCN(c1ccccc1)S(=O)(=O)c1ccc(-c2ccc(=O)[nH]n2)s1	-20.5%	-10.9%	8.5%	-12.4	-4.7	?
O=C(N/N=C/c1coc2ccccc2c1=O)c1cc(O)cc(O)c1	8.7%	-0.5%	-9.5%	1.0	-1.6	-18.9%
Cc1ccc(CCNC(=O)CN(C)S(=O)(=O)c2ccc3c(c2)c(=O)n(C)c(=O)n3C)cc1	·	5.7%	6.2%	17.3	-1.5	-14.2%
COc1ccc(OCCCC(=O)Nc2cc(S(=O)(=O)N3CCCCC3)ccc2C)cc1	?	-2.7%	·	·	·	?
CN(Cc1nccn1C)C(=O)CCc1nnc(CCC2CCCCC2)o1	-3.1%	4.9%[57.1 µM]	-1.3%	43.9	7.8	-0.6%
C=CCc1cccc(/C=N/NC(=O)C(=O)Nc2ccc(C)cc2)c1O	10.8%	·	2.1%	31.9	14.9	?
N#CC1=C(N)OC2=C(C(=O)CCC2)C1c1ccc2c(c1)OCO2 (stereo not drawn)	-24.9%	1.4%	13.1%	4.6	-2.2	-20.9%
CCOC(=O)c1c(C)c(P(=S)(N2CCOCC2)N2CCOCC2)n(C)c1C	?	4.1%	15.3%	-6.8	8.3	·
CCCCCCCCNC(=O)/C(C#N)=C/c1ccccc1[N+](=O)[O-]	13.1µM*	-7.2%	-11.0%	21.0	4.4	?
O=C(CS(=O)(=O)c1cccc(Cl)c1)Nc1ccccc1Cl	38.9%	-0.3%	-4.4%	-19.8	-2.6	91.1%[activator]
CCN1/C(=C/C(C)=O)Sc2ccc(OC)cc21	8.3%	8.3%	-15.7%&-9.3%	-19.4	4.8	?
CS(=O)(=O)N1CCN=C1SCc1ccc(Br)cc1	-8.3%	4.1%	·	-2.5	-2.5	-1.9%
CC(Sc1ccccc1)C(=O)Nc1ccc(S(=O)(=O)N2CCOCC2)cc1 (stereo not drawn)	?	-3.8%	17.1%	15.0	6.2	?
CC(NC(=O)CN1CCN(CC(=O)Nc2ccccc2Cl)CC1)c1ccc(Br)cc1 (stereo not drawn)	?	5.7%	·	·	·	?
C=CC[C@]12CCc3ccccc3C1N(c1ccc(C(=O)OCC)cc1)C2=O (stereo partly drawn)	13.1µM*	36.9%[activator]	·	·	·	?
CCN(CC(=O)NCc1cccs1)C(=O)c1cccc(S(=O)(=O)Nc2ccc(C)cc2)c1	-4.1%	-11.7%	·	·	·	-3.1%
CC1CCCCC1n1c(-c2cccnc2)n[nH]c1=S (stereo not drawn)	10.6%	-5.6%	-5.6%	-8.4	-2.7	-6.6%
CCOC(=O)C1(CC2CCCCO2)CCN(Cc2nccn2-c2ccc(OC)cc2)CC1 (stereo not drawn)	10.4µM*	-5.8%	10.0%	-7.2	-1.5	-11.0%
Cc1cc(NC(=O)CSc2nncc(=O)n2N)no1	0.9%	2.5%	?	35.8	12.0	?
COc1ccccc1CNC(=O)c1nn(C)c2c1CS(=O)(=O)c1ccccc1-2	-0.7%	-0.3%	-5.8%	-4.0	7.1	-1.2%
O=C(COc1ccc2ccc(=O)oc2c1)NC(Cc1ccc(Cl)cc1)C(=O)O (stereo not drawn)	-14.8%	9.7%	-1.4%	2.7	-2.1	10.2%
COc1cccc(-c2nnc(NC(=O)c3cccc(F)c3)o2)c1	?	2.5%	-11.0%	-4.8	-2.4	?
COc1ccc(OC)c(NC(=O)c2ccccc2NC(=O)c2ccco2)c1	3.29µM*	-1.3%	-1.1%	1.2	-3.9	-6.2%
COc1ccccc1C(CNC(=O)CNC(=O)c1ccccc1Cl)N1CCCC1 (stereo not drawn)	-13.7%	-22.4%	·	·	·	-28.6%
C=CCNc1nc(Nc2cc(Cl)ccc2OC)nc(OC)n1	17.1%	-0.4%	-3.5%	-9.5	4.8	366.6%[activator]
CCOC(=O)C1CCN(C(=O)Cc2ccccc2OC)CC1	-0.8%	-7.3%	6.6%	7.0	-2.0	0.0%
CCOC(=O)c1ccc(S(=O)(=O)N2CCN(C(=O)CSc3nc4ccccc4o3)CC2)cc1	-0.9%	-2.5%	3.6%	-6.6	9.7	?
Cc1ccccc1-n1cc(CNCc2c(C(=O)N(C)C)nc3ccc(Cl)cn23)cn1	15.9%	7.2%	-2.9%	-1.4	-1.9	-7.3%
CC(C)CCNC(=O)c1cccnc1Sc1ccccc1	-0.9%	-6.2%	5.8%	-11.6	7.8	55.7%[activator]
O=C(Nc1ccc(Cl)cc1Cl)Nn1cnnc1	18.4%	-22.1%	·	-3.8	-3.1	-25.2%
COc1ccc(OC)c(-c2csc(NC(=O)CSc3ccc([N+](=O)[O-])cc3)n2)c1	-16.3%	0.1%	-15.1%	-2.7	-1.8	0.0%
CCCOc1ccc(C2NC(=S)NC(C)=C2C(=O)c2ccccc2)cc1OC (stereo not drawn)	?	-3.9%	1.7%	-11.6	-2.3	?
O=[N+]([O-])c1ccc(-c2cnc3ccccc3n2)cc1	110.9%[activator]	-9.3%	-2.3%	32.0*	26.0*	-21.6%
CCS(=O)(=O)N1Cc2ccccc2CC1C(=O)N(C)Cc1ccc(OC)c(F)c1 (stereo not drawn)	-29.0%	0.6%	3.3%	2.8	10.7	?
COc1cnc(-c2ccccn2)nc1NC(C)C	14.7µM*	-2.1%	?	49.3	8.6	?
COc1cccc(C2(O)CCN(CC(=O)Nc3nc(C)cs3)CC2)c1	-7.8%	·	-5.4%	-3.4	-2.0	?
COc1ccc(S(=O)(=O)N2CCOC23CCN(S(=O)(=O)c2ccc(F)cc2C)CC3)cc1	?	-18.4%	·	·	·	?
COCCNS(=O)(=O)c1ccc2c(c1)C(=NO)c1cc(S(=O)(=O)NCCOC)ccc1-2	?	8.3%	4.0%	2.8	-1.5	?

10 of the compounds above, as a markdown table.
| canonical_smiles | Pf growth 48h | Sm TGR block | Giardia FBPA inh | Shiga toxin inh | Cycloheximide cs | Pf growth 96h |
| --- | --- | --- | --- | --- | --- | --- |
| Cc1cc(NC(=O)CSc2nncc(=O)n2N)no1 | 0.9% | 2.5% | ? | 35.8 | 12.0 | ? |
| COc1ccccc1CNC(=O)c1nn(C)c2c1CS(=O)(=O)c1ccccc1-2 | -0.7% | -0.3% | -5.8% | -4.0 | 7.1 | -1.2% |
| O=C(COc1ccc2ccc(=O)oc2c1)NC(Cc1ccc(Cl)cc1)C(=O)O (stereo not drawn) | -14.8% | 9.7% | -1.4% | 2.7 | -2.1 | 10.2% |
| COc1cccc(-c2nnc(NC(=O)c3cccc(F)c3)o2)c1 | ? | 2.5% | -11.0% | -4.8 | -2.4 | ? |
| COc1ccc(OC)c(NC(=O)c2ccccc2NC(=O)c2ccco2)c1 | 3.29µM* | -1.3% | -1.1% | 1.2 | -3.9 | -6.2% |
| COc1ccccc1C(CNC(=O)CNC(=O)c1ccccc1Cl)N1CCCC1 (stereo not drawn) | -13.7% | -22.4% | · | · | · | -28.6% |
| C=CCNc1nc(Nc2cc(Cl)ccc2OC)nc(OC)n1 | 17.1% | -0.4% | -3.5% | -9.5 | 4.8 | 366.6%[activator] |
| CCOC(=O)C1CCN(C(=O)Cc2ccccc2OC)CC1 | -0.8% | -7.3% | 6.6% | 7.0 | -2.0 | 0.0% |
| CCOC(=O)c1ccc(S(=O)(=O)N2CCN(C(=O)CSc3nc4ccccc4o3)CC2)cc1 | -0.9% | -2.5% | 3.6% | -6.6 | 9.7 | ? |
| Cc1ccccc1-n1cc(CNCc2c(C(=O)N(C)C)nc3ccc(Cl)cn23)cn1 | 15.9% | 7.2% | -2.9% | -1.4 | -1.9 | -7.3% |

Continuation:
SMILES	Pf growth 48h	Sm TGR block	Giardia FBPA inh	Shiga toxin inh	Cycloheximide cs	Pf growth 96h
CN1CCc2c(sc3nc(SCC(=O)N4CCOCC4)n(-c4ccc(Cl)cc4)c(=O)c23)C1	?	-12.8%	-26.2%	-3.7	-3.2	-19.4%
COc1ccc(-c2ccc(CCC(=O)O)n2-c2ccc(O)cc2)cc1	51.9%[activator]	39.8µM*	-8.1%	4.9	5.6	40.1%[activator]
COc1cccc(-c2nnc(SCC(=O)OC(C)C)n2N)c1	5.9%	0.7%	0.7%	-12.2	-1.0	9.5%[5.75 µM]
Cc1nc(SCC(=O)N2CCc3ccccc3C2)c2c(C)c(C)sc2n1	?	1.5%	-0.2%	-0.9	-1.1	0.1%
COc1ccc(S(=O)(=O)c2c(O)c3ccc(C(=O)Nc4ccccc4F)cc3[nH]c2=O)cc1	26.9%	1.2%	14.0%	-1.1	-0.3	?
CC1=CC(C)(C)N(C(=O)CSc2nccn2C)c2cc(C)ccc21	?	-24.5%	-8.2%	-12.5	-3.2	?
Cc1c(C(=O)Nc2ccc(S(=O)(=O)N(C)C3CCN(C)CC3)cc2)oc2c(Cl)cccc12	2.94µM*	-10.1%	·	·	·	2.62µM*
COc1ccc(OC)c(/C=N/NC(=O)c2ccc(N(C)S(=O)(=O)c3ccccc3)cc2)c1	0.7%	7.8%	0.0%	-6.5	-6.8	32.5%
CC(=O)Nc1ccc(/C=C/c2ccc3c([N+](=O)[O-])cccc3n2)cc1	321.3%[activator]	-2.3%	-5.9%	69.6*	32.9*	269.7%[activator]
CCC(=NCCc1ccccc1)c1c(O)n(C)c(=O)n(C)c1=O	4.8%	1.6%	3.7%	20.0	-1.8	25.3%
Cc1ccc(Nc2c(-c3ccc(N4CCOCC4)cc3)nc3ncccn23)cc1	?	3.1%&2.6%	5.8%	55.7	8.3	?
CC1CCCCN1S(=O)(=O)c1ccc2c(c1)CCN2C(=O)C1CCC1 (stereo not drawn)	?	-0.1%	2.1%	-16.6	-3.8	?
O=C(Cc1ccc(F)cc1)NC1CCCC1	·	-4.3%	5.1%	-4.5	5.3	-4.4%
CCc1nnc(NC(=O)CSc2nc3c(c(=O)n2-c2ccccc2OC)SCC3)s1	?	-6.2%	?	6.8	-4.0	8.28µM*
COC(=O)CNC(=O)c1cn(-c2ccc(C)c(C)c2)c(=O)c2ccccc12	?	6.3%	8.4%	5.2	-3.6	31.6%[activator]
COc1ccccc1C1OC2=C(Nc3ccc([N+](=O)[O-])cc3N2)C1=O (stereo not drawn)	?	19.3%	-17.4%	-2.9	-3.3	?
Cc1c(C(=O)N2CCN(c3ccc(F)cc3)CC2)sc2ncnc(N3CCN(c4ccccn4)CC3)c12	10.4µM*	0.3%	5.3%	-3.3	-2.3	11.8%
CCOc1ccc(NC(=O)CSc2nnc(-c3ccccc3)n2N)cc1	26.0%	-2.3%	-2.8%	37.1	10.0	15.9%
CCc1ccc(N(CC(=O)NC2CCCC2)S(=O)(=O)c2c(C)noc2C)cc1	0.1%	1.2%	1.3%	13.5	-4.6	?
CCN(CC)CCSc1nc(O)c(Cc2ccccc2)c(=O)n1-c1ccccc1	23.2%	?	-1.9%	1.4	-7.8	-23.3%
S=C(NC1CCCCC1)NN1CCOCC1	?	12.8%	-8.8%	15.0	-4.5	34.8%[activator]

Source: PubChem BioAssay (National Center for Advancing Translational Sciences (NCATS))
